Bioassay records: PubChem, National Center for Advancing Translational Sciences (NCATS)
Chronic BCR inh: chronic active BCR signaling inhibition. ABC-DLBCL IkBa-CBG/CBR reporter, luminescence ratio, 4 h. Potency, µM (top dose mostly 46.1 µM), for the others: at the highest dose ratio change, negative = lower green/red ratio, most hits filed as inhibitors. 340,000 tested, 0.05% active. AID 493014; active means well fitted inhibition curve with a large enough effect in the signal ratio, with a control signal flat, not every such curve was filed as active; inconclusive means small, poorly fitted or top-dose-only effect, or effect the other way, or a change in a side signal; the % refers to the signal ratio;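 further: potency means the concentration at half of the fitted maximal effect; plate controls were basal doxycycline-induced cells for no effect and cells given 10 µM MG132 for full effect; MG132 reads +100%, hits lower the ratio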
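TMD8 human ABC-DLBCL cells with doxycycline-inducible IκBα–green luciferase fusion and unfused red luciferase, in 0.5% FBS medium; compounds up to 46 uM, 4 h at 37C. Green/red luminescence ratio, filter-overlap corrected, fitted to concentration-response curves.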
PTAP TSG101 blk: blocks PTAP/TSG101 interaction to inhibit HIV-1 budding; Fluorescence polarization, FITC-PTAP peptide / Tsg101 binding; Potency, µM (titrated, usually from 115 µM), inactives show at the top dose activity change, negative = inhibition, actives largely listed as inhibitors; 340,000 tested, under 10 active; AID 493005; active means well fitted inhibition curve with a large enough effect in the main read-out, with a control signal flat, not every such curve was filed as active; inconclusive means small, poorly fitted or top-dose-only effect, or effect the other way, or a change in a side signal; inactive means no such curve, though single readings can be large or run the other way; further: potency means the concentration at half of the fitted maximal effect; % of control where 0% means no effect
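Fluorescence polarization binding of Tsg101 binding domain (10 uM final) to FITC-labeled PTAP peptide (50 nM final) in HEPES pH 7.5 buffer with NaCl, Tween 20, EDTA, TCEP. Compounds added before peptide; binding 20 min at RT.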
Menin MLL FP TR: inhibitors of human menin-MLL interaction, mutant MLL peptide; O00255; Menin + Texas Red MLL mutant peptide, fluorescence polarization; Potency, µM (series often up to 61.6 µM), inactives show at the highest dose FP activity change, negative = inhibition, actives largely listed as inhibitors; 270,000 tested, 0.23% active; AID 1768; active means well fitted inhibition curve with a large enough effect in the polarisation, with a control signal flat, not every such curve was filed as active; inconclusive means small, poorly fitted or top-dose-only effect, or effect the other way, or a change in a side signal; inactive means no such curve, though single readings can be large or run the other way; the % refers to the polarisation; further: potency means the concentration at half of the fitted maximal effect; % of control where 0% means no effect; many of its hits are not listed in these tables
Target sequence (O00255 whole entry, looked up): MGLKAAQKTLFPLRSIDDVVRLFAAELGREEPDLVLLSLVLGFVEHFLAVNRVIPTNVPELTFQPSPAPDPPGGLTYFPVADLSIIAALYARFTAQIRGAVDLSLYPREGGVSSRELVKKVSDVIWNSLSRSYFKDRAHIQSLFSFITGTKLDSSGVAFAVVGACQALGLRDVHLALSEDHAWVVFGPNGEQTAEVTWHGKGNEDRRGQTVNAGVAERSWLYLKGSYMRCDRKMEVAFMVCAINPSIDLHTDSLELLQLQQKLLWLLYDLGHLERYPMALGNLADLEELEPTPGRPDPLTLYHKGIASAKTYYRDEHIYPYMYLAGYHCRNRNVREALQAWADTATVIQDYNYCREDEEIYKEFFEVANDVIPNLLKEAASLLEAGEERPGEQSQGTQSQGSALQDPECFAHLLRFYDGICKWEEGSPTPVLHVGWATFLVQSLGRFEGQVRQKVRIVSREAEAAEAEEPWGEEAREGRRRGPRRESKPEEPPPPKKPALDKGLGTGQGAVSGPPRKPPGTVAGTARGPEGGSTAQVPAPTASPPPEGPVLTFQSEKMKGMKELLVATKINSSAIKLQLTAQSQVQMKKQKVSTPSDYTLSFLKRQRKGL
PKM2 act: increases activity of human pyruvate kinase M2 | P14618 | AID 1631 | 260,000 tested, 0.34% active | purified PKM2, Kinase-Glo ATP luminescence, activation; response scale: 0% is enzyme alone, no compound | Potency, µM (highest dose often 57.5 µM), for the others: top-dose activation, usual class: activators; further: potency means the concentration at half of the fitted maximal effect; on the % scale 0 is the no-effect control and ±100 the full control effect; nearly all actives have a fitted effect of over 55% in size
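ATP formation by purified human PK-M2, quantified via coupled luciferase luminescence after 1 h at room temperature with 0.1 mM ADP and 0.5 mM PEP final.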
Tb PFK block: inhibitors of T. brucei phosphofructokinase; Potency, µM (doses to about 57.5 µM), without a hit: at the highest dose activity, negative = inhibition, usual class: inhibitors; 330,000 tested, 0.17% active; T. brucei PFK, ADP-Glo luminescence;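 further: potency means the concentration at half of the fitted maximal effect; 0% = uninhibited 1x PFK enzyme wells and -100% = no-enzyme wells; nearly all actives have a fitted effect of over 60% in size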
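Compounds were pin-transferred as a titration series up to 57 uM into substrate buffer (0.5 mM F6P, 0.1 mM ATP, pH 8.0), then 1.25 nM PFK was added and reactions ran 45 min before ADP-Glo detection.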
GALK inhibitor: galactokinase (human) inhibition. 270,000 tested, 0.007% active. Purified GALK, Kinase-Glo residual ATP luminescence. AID 1868. Potency, µM (titrated, usually from 57.5 µM), without a hit: at the highest dose activity change, negative = inhibition, actives largely listed as inhibitors. P51570; further: potency means the concentration at half of the fitted maximal effect; on the % scale 0 is the no-effect control and ±100 the full control effect
Target sequence (P51570 whole entry, looked up): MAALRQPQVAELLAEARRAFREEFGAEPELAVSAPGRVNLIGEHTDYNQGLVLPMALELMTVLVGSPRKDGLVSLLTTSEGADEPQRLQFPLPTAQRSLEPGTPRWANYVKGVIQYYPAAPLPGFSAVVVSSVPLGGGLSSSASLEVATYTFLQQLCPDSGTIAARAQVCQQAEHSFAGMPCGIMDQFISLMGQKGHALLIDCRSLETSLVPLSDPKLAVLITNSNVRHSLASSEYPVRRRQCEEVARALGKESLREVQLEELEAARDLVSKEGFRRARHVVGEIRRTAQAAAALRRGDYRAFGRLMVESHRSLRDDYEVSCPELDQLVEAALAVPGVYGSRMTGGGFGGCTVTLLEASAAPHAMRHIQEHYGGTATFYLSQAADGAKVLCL
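Human GALK (5 nM) with 35 uM ATP and 100 uM galactose in 20 mM HEPES pH 8.0, 5 mM MgCl2, 60 mM NaCl, 1 mM DTT, 0.01% BSA. After 1 h at room temperature, leftover ATP was read by Kinase-Glo Plus luminescence.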
a7 integrin act: activators of alpha7 integrin expression for muscular dystrophy. Potency, µM (titrated, usually from 38.3 µM), for the others: at the top dose activation, hits mostly activators. 350,000 tested, 0.064% active. alpha7betagal myoblasts, beta-gal FDG fluorescence, 48 h;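 further: potency means the concentration at half of the fitted maximal effect; 100% = response of the positive control SU9516; nearly all actives have a fitted effect of over 60% in size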
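Alpha7betagal+/- myoblasts (passage 13) were plated 16-24 hr, then exposed to compounds (1:260 dilution of DMSO stock) for 48 hours at 37C. After MPER lysis, β-galactosidase reporter activity was read as FDG fluorescence (ex 480/em 540) after 30 minutes.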
B2AR arrestin: agonists driving beta-arrestin recruitment to human beta2-adrenergic receptor | P07550 | Potency, µM (highest dose often 46.1 µM), for the others: at the highest dose activation, most hits filed as activators | 330,000 tested, 0.02% active | AID 492947 | beta-arrestin recruitment to beta2AR, cell-based reporter;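 further: potency means the concentration at half of the fitted maximal effect; 0% = DMSO controls and full agonism = EC100 isoproterenol or metaproterenol; nearly all actives have a fitted effect of over 65% in size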
Giardia kill: kills Giardia lamblia | Giardia lamblia trophozoite viability | activity change, % at 7.66 µM, hits read low | 340,000 tested, 0.15% active; in the data active means activity change below about -80%; inconclusive means between about -30% and that limit;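 further: parasites exposed to compound for two days anaerobically before the ATP read; on the % scale 0 is the no-effect control and ±100 the full control effect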
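Killing of trophozoites was scored by loss of ATP luminescence after a 48 hrs anaerobic exposure to compounds at 37 deg C, using 100 cells per well.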
FBPA coupling cs: coupling enzyme interference in Giardia aldolase counter-screen. coupling enzyme system counterscreen, AmpLite Red fluorescence. activity change, negative = inhibition, % at 58.2 µM, hits read low. 290,000 tested, 0.67% active. AID 2472; in the data active means activity change below about -30%; further: on the % scale 0 is the no-effect control and ±100 the full control effect
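Counterscreen lacking aldolase: glyceraldehyde-3-phosphate coupling-enzyme reagent preincubated 10 min at RT with compound (at 57.5 uM final), then substrate/coupling system with AmpLite Red added; fluorescence read at 525/598 nm after 20 min RT.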
ASM inhibitor: human S-ASM enzyme inhibition; Potency, µM (titrated, usually from 57.5 µM), inactives show at the top dose activity change, negative = inhibition, actives largely listed as inhibitors; 340,000 tested, 0.006% active; P17405; placental ASM, HMU-PC fluorogenic substrate, 60 min; further: potency means the concentration at half of the fitted maximal effect
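Steps: dispense placental human ASM, pin compound, wait 10 min at room temperature, add HMU-PC0 substrate at 9 uM final, incubate 60 min at 37 °C, add stop solution raising pH to 10, read fluorescence.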
* marks the source's active call; other numbers are inactive results; i = inactive; ? = inconclusive; nt = no result given; [ ] = another dose, or the depositor's remark. Unless noted, the call rests on the fitted dose curve; in most records, active means well fitted curve in the direction sought with a large enough effect; inconclusive means small, poorly fitted or top-dose-only effect, or another doubt; inactive means no such curve, though single readings can be large; an effect the other way counts as inactive or inconclusive. Only part of the results is shown; count on the stated rates, not on these rows.

SMILES	Chronic BCR inh	PTAP TSG101 blk	Menin MLL FP TR	PKM2 act	Tb PFK block	GALK inhibitor	a7 integrin act	B2AR arrestin	Giardia kill	FBPA coupling cs	ASM inhibitor
CN1CCN(S(=O)(=O)c2cccc(C(=O)Nc3sc4c(c3C(N)=O)CCCC4)c2)CC1	0%	-9%	14%	-1%	-11%	4%	1%	0.1%	-18	2	-6%
C=CCc1c(C)nc(-c2ccccc2)nc1Nc1ccc(O)cc1	-4%	-11%	?	1%	-3%	nt	15%	-1.1%	18	1	0%
COc1ccc(CCn2c(N)c(C#N)c3nc4ccccc4nc32)cc1OC	?	1%	-17%	4%	-1%	0%	-7%	-0.2%	-1	-21	nt
CCN(CC)CCNC(=O)c1cccc(NC(=O)C(=O)c2cc(Br)ccc2NC(C)=O)c1	1%	-1%	-11%	-7%	-6%	5%	-8%	-0.8%	4	0	1%
O=C1OC(c2ccc(Cl)cc2)=C/C1=C/c1cccnc1	-3%	0%	12%	nt	0%	1%	12%	0.4%	14	-1	31%[activator]
COc1ccc2c(c1)n([O-])c1c([n+]2=O)CCC1	4%	-1%	nt	6%	6%	3%	-5%	-0.5%	-8	-11	121%[activator]
O=C(c1ccc(Br)cc1)N1CCCC(c2nc(-c3cccs3)no2)C1 (stereo not given)	-14%	-4%	?	0%	2%	-3%	0%	0.4%	14	0	1%
CCOC(=O)c1cc(-c2ccc(N3CCOCC3)cc2)nn1-c1ccccc1	?	-1%	-24%	3%	0%	1%	-29%	-0.2%	-4	-10	?
C/C(N)=C(/C#N)C(=O)CSc1nc2scc(-c3ccccc3)c2c(=O)n1C	-2%	-10%	13%	5%	-3%	14%	6%	0.3%	-10	1	-10%
CS(=O)(=O)N1CCN(C(=O)c2csc3ccccc23)CC1	?	-4%	12%	-13%	-2%	1%	8%	-0.1%	7	1	3%
CC(C)c1ccc(NC(=O)c2cccc(NC3=NC4CS(=O)(=O)CC4S3)c2)cc1 (stereo not given)	?	-4%	?	-2%	1%	nt	21%	0.1%	-4	1	-2%
O=C(O)/C(=C/c1cccnc1)NC(=O)c1ccccc1	0%	0%	5%	3%	3%	nt	9%	-0.6%	-18	3	-1%
CS(=O)(=O)c1ccc(-c2cccc(NC(=O)COc3ccccc3)c2)nn1	1%	-3%	?	0%[0.46 µM]	4%	-2%	-21%	-0.2%	2	1	-3%
Cn1c(N)c(C(=O)NCc2ccccc2)sc1=S	?	-9%	-2%	26%	-14%	-1%	-13%	-0.1%	3	1	5%
COC(=O)/C(=C\Nc1ccccc1N)c1ncc(C(F)(F)F)cc1Cl	2%	1%	0%	-3%	2%	0%	-34%	0.3%	9	-1	13%
Cc1nc(CSc2ccccc2)cc(=O)[nH]1	2%	-4%	2%	-3%	-1%	6%	5%	-0.2%	6	-3	6%
CC(C)C1=NN(C(=O)c2ccccc2)C(O)(C(C)(C)C)C1 (stereo not given)	?	0%	?	-5%	-3%	1%	2%	0.3%	-8	1	2%
Cn1c(C(C(=O)NCC2CCCO2)N(C(=O)Cn2nnc3ccccc32)C2CCCCC2)nc2ccccc21 (stereo not given)	7%	-6%	-21%	-2%	-3%	-1%	0%	0.0%	-17	1	1%
O=C(NCc1ccccc1)C1=C[C@H](C2CC2)C[C@H](OCCCCO)O1	1%	-3%	-12%	0%	2%	-1%	?	-0.1%	4	-2	-1%
CC(O/N=C(\N)c1ccccc1)C(=O)Nc1cccc(C(F)(F)F)c1 (stereo not given)	0%	-4%	nt	nt	1%	nt	-6%	0.1%	6	nt	-3%
CCOC(=O)NC(NCc1cccc(C(F)(F)F)c1)(C(F)(F)F)C(F)(F)F	-9%	-6%	8%	-6%	-1%	-1%	17%	0.3%	-12	1	-2%
COCCc1nnc(NC(=O)C(C)C)s1	-3%	1%	nt	2%	2%	-1%	6%	0.0%	-21	1	-2%
COc1ccc(N(CC(=O)Nc2cc(C)ccc2OC)S(=O)(=O)c2c(C)noc2C)cc1	3%	-2%	8%	-3%	3%	1%	-2%	0.2%	8	0	2%
Cc1ccc(Oc2nc(CN3CCOCC3)nc3sc4c(c23)CCC(C)C4)cc1 (stereo not given)	-13%	-1%	?	-3%	-3%	-3%	-46%[inhibitor]	-1.0%	-8	10	-7%
Cn1ccnc1SCCNC(=O)CCc1nnc(CCc2ccccc2)o1	10%	1%	-2%	0%	1%	1%	2%	-1.0%	-6	1	7%
COc1ccc(CCNC(=O)[C@@H](NC(N)=O)C(C)C)cc1	5%	0%	13%	1%	-1%	-2%	-14%	0.2%	?	0	6%
CN1/C(=C\C(=O)C[n+]2ccc3ccccc3c2)C(C)(C)c2ccccc21	1%	-4%	-13%	nt	-3%	10%	-5%	0.1%	-12	-2	-5%
Cc1ccc(-c2c[n+](CC(=O)Nc3nc(-c4ccc(F)cc4)cs3)c3n2CCC3)cc1	9%	-4%	-10%	-16%	-3%	-2%	-17%	0.2%	-19	1	-19%
CCC(C)NC(=O)c1cc2cc3ccc(OC)cc3nc2s1 (stereo not given)	?	-7%	6%	-13%	-4%	2%	23%	-0.2%	-5	-1	232%[activator]
CCCCCCCc1ccc(C2NC(=S)NC3=C2C(=O)c2ccccc23)cc1 (stereo not given)	5%	-10%	nt	-6%	0%	1%	17%	-0.4%	-15	-1	-3%
COc1ccc(NC(=O)CN(C)C(=O)c2cccc(S(=O)(=O)N3CC4(C)CC3CC(C)(C)C4)c2)cc1 (stereo not given)	5%	-4%	nt	nt	-1%	nt	-10%	-0.1%	-10	nt	-4%
CCCCn1c(CCC(=O)O)nc2cc(S(=O)(=O)N3CCCC3)ccc21	13%	-3%	nt	nt	0%	nt	21%	0.0%	11	nt	8%
Clc1ccc(CN=C2Nc3ccccc3CS2)cc1	3%	-4%	41%[activator]	1%	-3%	1%	-4%	0.4%	-9	0	-1%
CC1S/C(=N/N=C2CCCCC2)NC1=O (stereo not given)	?	-2%	3%	0%	1%	0%	24%	?	-11	6	0%
c1ccc2sc(-c3ccc4c(c3)OCO4)nc2c1	?	-10%	7%	-59%	-19%	10%	-3%	-0.9%	-26	-1	0%
CN(C)c1ccc(C2Nc3ccccc3C(=O)N2NS(C)(=O)=O)cc1 (stereo not given)	3%	-2%	6%	nt	-15%	nt	-6%	0.4%	-6	1	8%
CCn1c(=O)c(C(=O)NNC(=O)c2cccc(Cl)c2)c(O)c2ccccc21	?	-9%	?	-9%	9%	-2%	4%	0.3%	15	-3	-6%
Cc1ccc2[nH]c(=O)c(CN(CC3CCCO3)C(=S)NCc3ccco3)cc2c1 (stereo not given)	0%	-4%	4%	4%	4%	0%	-10%	-0.5%	-12	2	-3%
CCOc1cccc2sc(N(CCN(CC)CC)C(=O)c3ccc(S(=O)(=O)N4CCCCC4)cc3)nc12	0%	-1%	-24%	-5%	1%	7%	15%	0.0%	-6	7	3%
O=C(O)C1C2C=CC(C2)C1C(=O)NCc1cccnc1 (stereo not given)	6%	-8%	0%	0%	0%	0%	5%	-0.3%	-3	3	0%
COC(=O)c1cc(CNC(=O)CC(C)c2ccccc2)ccc1OC (stereo not given)	-13%	0%	7%	2%	2%	-2%	27%	-0.1%	-10	1	3%
COc1ccc(C/C(N)=N/OC(=O)Cc2ccccc2)cc1OC	6%	-1%	9%	-1%	-3%	-1%	4%	0.0%	-4	4	4%
O=C(CCCNC(=O)c1ccc(Cl)cc1)OCc1cccc(Br)c1	3%	-1%	nt	nt	-19%	nt	0%	-0.1%	19	nt	-1%
CCOC(=O)c1c(C)nc2sc3c(=O)n(-c4ccc(C(C)=O)cc4)cnc3c2c1-c1ccc(Cl)cc1	?	0%	-8%	-6%	-14%	-1%	-11%	-0.1%	-4	-2	-9%
Cc1cc(=O)oc2c3c4c(cc12)OCCN4CCC3	?	-17%	-18%	22%	-2%	2%	2%	-0.5%	2	-29	i
O=C1CN(S(=O)(=O)c2ccc(Br)cc2)c2ccccc2N1	-6%	-2%	-10%	2%	-1%	nt	2%	0.2%	-24	-1	1%
O=[N+]([O-])c1ccc2c(c1)S(=O)c1ccccc1-2 (stereo not given)	15%	0%	nt	0%	1%	8%	-5%	-0.6%	-15	2	-3%
